Screening results from PubChem.
Pf gamet viab – kills late stage P. falciparum gametocytes; P. falciparum stage V gametocytes, ATP luminescence, 24 h; inhibition, % at 10.9 µM; hit rate 0.065% among 150,000;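 active means inhibition above the mean plus 3 SD of compounds within the control limits, set per campaign, cut at about 38% in these data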;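 further: 0% = DMSO wells and 100% = medium only without gametocytes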
Active calls of the source: *. This is a subset. The share of hits here may be higher or lower than overall.

molecule	Pf gamet viab
CC(CC(=O)NCCc1ccc(S(N)(=O)=O)cc1)c1ccccc1 (stereo not drawn)	-12.9
O=C(O)CCCc1ccc2c(c1)CCc1ccccc1-2	11.7
COc1cc([C@@H]2CC=C(C(=O)O)[C@H](c3cccc(Cl)c3)N2S(=O)(=O)c2ccc(C)cc2)cc(OC)c1OC	6.6
COc1cc(C)c(S(=O)(=O)NCc2cccnc2)cc1C	8.7
COc1cccc(C2=CC(=O)CCC2)c1OC	-2.9
Cc1cccc(NC(=O)c2nc[nH]c2C(=O)N2CCN(c3ccccc3)CC2)c1	23.8
CCC1(CC)C(=O)C2=C3C1[C@H](C(=O)OC)CC(C(=O)OC)C[C@H]3n1c(=O)n(-c3ccccc3)c(=O)n1[C@H]2C (stereo partly drawn)	-0.7
CCCCNC(=O)[C@@H]1CC=C[C@@H]2CCN(C3CC3)C(=O)[C@@H]21	15.4
CC(=O)Oc1ccc(C(=O)Nc2cccc(C(=O)c3ccc(C)c(C)c3)c2)cc1	16.6
CCN1C(=O)[C@H]2[C@@H](c3ccc(-c4ccc(Cl)c(Cl)c4)c(OC)c3)N[C@@](C)(C(=O)OC)[C@H]2C1=O	-14.7
COc1ccc(OC)c(NC(=O)c2cccnc2)c1	6.5
CCOC(=O)c1cnc2c(C)c(Cl)ccc2c1N1CCN(CC)CC1	-14.0

Some values from the list:
Pf gamet viab with CCC1(CC)C(=O)C2=C3C1[C@H](C(=O)OC)CC(C(=O)OC)C[C@H]3n1c(=O)n(-c3ccccc3)c(=O)n1[C@H]2C (stereo partly drawn) : -0.7
Pf gamet viab with COc1cc(C)c(S(=O)(=O)NCc2cccnc2)cc1C : 8.7

Next part
molecule	Pf gamet viab
O=C(Nc1ncccn1)c1ccc([N+](=O)[O-])cc1Cl	-1.6
COc1cc(C(=O)N(C)CCOc2ccc(C)cc2)ccc1OC1CCN(C(C)=O)CC1	-1.9
COc1ccc2c(c1)OC[C@H]1[C@H]2N2C(=O)c3ccccc3NC(=O)[C@@]2(C)[C@H]1c1ccccc1	-10.4
Cc1ccc(S(=O)(=O)N(C)c2ccccc2C(=O)Nc2c(F)cccc2F)cc1	1.0
Cc1cccc(NC(=O)CCN2CCC(C(N)=O)CC2)c1	-16.3
COc1cccc(NC(=O)Nc2nnc(Cc3ccccc3)s2)c1	2.6
CC(=O)c1cc(C#N)c(Oc2ccccc2)nc1C	-15.2
CC(=O)c1cccc(NC(=O)c2ccc3c(c2)OCO3)c1	-9.6
COc1ccccc1N1CCN(C(=O)c2cc3ccccc3[nH]2)CC1	7.8
O=C1c2ccccc2C(=O)N1CCC#Cc1ccc2cc(CCO)oc(=O)c2c1	18.5
COc1cc(C(=O)OCCc2cc3ccccc3c(=O)o2)cc(OC)c1OC	12.0
COc1cccc(C(=O)Nc2ccc(NC(=O)c3cc4ccccc4o3)c(OC)c2)c1	12.8

New compounds follow.
molecule	Pf gamet viab
CC(=O)Nc1ccc(Nc2nc(-c3c(C)nc4ccccn34)cs2)cc1	-17.0
CC[C@]12C(=O)N(C)C[C@H]([C@@H]3C(=O)N(C)C(=O)[C@@H]31)N2C(=O)c1ccc(C)cc1	-0.7
CC(C)(C)N1C(=O)c2ccc(C(=O)Nc3cc(C(=O)O)cc(C(=O)O)c3)cc2C1=O	-0.9
O=C(NCCCNC(=O)c1c(Cl)cccc1Cl)c1c(Cl)cccc1Cl	-5.0
COc1cc(-c2nc3ccccc3nc2-c2ccc(O)c(OC)c2)ccc1O	0.5
O=C1c2ccc(-c3nc4ccccc4o3)cc2C(=O)N1Cc1ccccc1	-17.1
CCc1ccccc1C1C(=O)c2ccccc2C1=O	21.8
COc1ccc(C(=O)c2c3ccccc3[n+]([O-])n2CCC(N)=O)cc1	-5.6
CCCCN1CC[C@H]2C=CC[C@@H](C(=O)N3CCN(c4ccccc4)CC3)[C@H]2C1=O	-13.4
CC1=C(C(=O)OCc2ccccc2)C(c2cccc(Cl)c2Cl)NC(=O)N1CCCCCC(=O)O (stereo not drawn)	-41.0
C[C@H](CO)N1C[C@H](C)[C@@H](CN(C)S(=O)(=O)c2cccs2)Oc2c(NC(=O)C3CC3)cccc2C1=O	-16.4
CC(C)Cc1ccccc1S(N)(=O)=O	2.8

Later entries.
molecule	Pf gamet viab
CC(O)[C@H]1CNCCN1CCc1cccc(F)c1 (stereo partly drawn)	-8.7
CCOc1ccccc1NC(=O)Cc1cccs1	-0.8
O=C(O)CCCC(=O)NNc1nc(-c2ccccc2)c2cc(Cl)ccc2n1	2.4
Cc1ccccc1N(CC(=O)N1CCc2ccccc2C1)S(C)(=O)=O	-4.5
COC(=O)CN1C(=O)[C@H]2[C@@H](c3ccc(C)o3)N3C(=O)CN(Cc4ccc(-c5ccccc5)cc4)C(=O)[C@@]3(C)[C@H]2C1=O	4.4
Cc1ccc(C(=O)c2ccccc2C(=O)Nc2ccccc2)cc1	-16.0
Cc1c(C2(O)CCCCC2)[nH]c2cnccc12	7.6
Cc1cc(C)n(-c2ccc(Cl)c(C(=O)OCC(=O)N3CCCCC3C)n2)n1 (stereo not drawn)	-26.5
COc1ccc(OC)c(NC(=O)COc2ccc(Br)cc2)c1	-6.5
C/C=C/COC(=O)C1=C(C)NC(=O)NC1c1ccc2c(c1)OCO2 (stereo not drawn)	1.7
Cc1ccc2nc(Nc3ccccc3)cc(C)c2c1	-27.5
Cc1ccc(OCCNCc2ccccc2)c(C)c1	19.0

2 entries from above, reformatted:
mol: Cc1ccc2nc(Nc3ccccc3)cc(C)c2c1
- Pf gamet viab: -27.5
mol: CCOc1ccccc1NC(=O)Cc1cccs1
- Pf gamet viab: -0.8

(listing goes on)
molecule	Pf gamet viab
COc1cc(-c2ccc3sc(-c4ccsc4)c(C#CCO)c3c2)cc(OC)c1OC	-12.0
Fc1ccc(CNC2CCN(Cc3ccccc3)CC2)cc1	-2.6
O=[N+]([O-])c1cccc(CN2CCN(c3ncccn3)CC2)c1	5.4
CC(C)(C)c1ccc(/C=C/C(=O)NCCCN2CCOCC2)cc1	-19.8
CC(C)NC(=O)N(C)C[C@@H]1Oc2ccc(NC(=O)CCN3CCOCC3)cc2CC(=O)N([C@@H](C)CO)C[C@@H]1C	-13.3
COc1ccc(C2c3cc(OC)c(OC)cc3CCN2C(=O)c2ccccc2)cc1OC (stereo not drawn)	-11.5
O=C(Nc1cccc(NC(=O)c2nccc3ccccc23)c1)c1ccco1	-6.5
CCc1nc(NCCC(C)C)c2nnn(Cc3ccccc3)c2n1	10.4
CCOC(=O)C1(CC)NC(c2ccc(OC)c(OC)c2)C2C(=O)N(c3cccc(C(C)=O)c3)C(=O)C21 (stereo not drawn)	-1.5
COc1ccc(-c2ccc(-c3noc(-c4ccc(OC)c(OC)c4)n3)c(OC)n2)cc1	-17.6
CC(=O)Oc1ccc(C(=O)Nn2cnnc2)cc1	3.5
COc1cc(CNCc2ccncc2)ccc1OCC(N)=O	3.2

The results go on.
molecule	Pf gamet viab
OCCC1CN(Cc2ccc(F)cc2)CCN1CCc1ccccc1 (stereo not drawn)	12.5
c1ccc(CCc2cn(C[C@H]3CC[C@@H]([C@@H]4CC[C@H](Cn5cc(CCc6ccccc6)nn5)O4)O3)nn2)cc1	-6.1
O=C(Nc1ccccc1Cl)C1C(c2ccccc2)C1(Cl)Cl (stereo not drawn)	19.0
O=c1oc2ccccc2n1Cc1cccc(C(F)(F)F)c1	-21.5
CCOC(=O)c1c(SCc2ccccc2)n[nH]c1N	-16.0
COC(=O)C1=C(C)N(Cc2ccccc2)C(=NCCN2CCOCC2)N[C@H]1CCc1ccccc1	13.9
O=C(O)COc1ccccc1-c1nc(-c2ccccc2)c(-c2ccccc2)[nH]1	-1.4
Clc1nccc(N2CCN(c3ccccc3Cl)CC2)n1	-4.8
O=C(NCC(NS(=O)(=O)OCC(Cl)(Cl)Cl)c1ccccc1)C(F)(F)F (stereo not drawn)	7.4
Cc1ccccc1-c1cc(C(=O)O)nn1CC1CC(c2cccc([N+](=O)[O-])c2)=NO1 (stereo not drawn)	0.6
CCOC(=O)c1ccc(NC(=O)CN2C(=O)CN(C(C)=O)C2=S)cc1	-9.9
Cc1cc(Cl)ccc1NC(=S)NCC(O)c1ccccc1 (stereo not drawn)	-9.6

Structures shown so far that contain a furan ring, fused or not:
molecule	Pf gamet viab
COc1cccc(C(=O)Nc2ccc(NC(=O)c3cc4ccccc4o3)c(OC)c2)c1	12.8
COC(=O)CN1C(=O)[C@H]2[C@@H](c3ccc(C)o3)N3C(=O)CN(Cc4ccc(-c5ccccc5)cc4)C(=O)[C@@]3(C)[C@H]2C1=O	4.4
O=C(Nc1cccc(NC(=O)c2nccc3ccccc23)c1)c1ccco1	-6.5

The listing continues.
molecule	Pf gamet viab
CCOC(=O)C1(Cc2cccc(OC)c2)CCCN(C(=O)CCSC)C1 (stereo not drawn)	-12.2
COc1cccc(NC(=O)C2C3C=CC(C3)C2C(=O)O)c1 (stereo not drawn)	0.2
CC(CCc1ccccc1)NC(=O)c1cccc(F)c1 (stereo not drawn)	-4.9
N#CCCn1cc(C(=O)Nc2ccccn2)c(-c2ccccc2)n1	-5.0
C#CCOCCOCCOCCNc1nc(OC)nc(N2CCN(C(=O)[C@H](CCC(=O)O)n3cc(C(N)CO)nn3)CC2)n1 (stereo partly drawn)	-18.1
COC(=O)c1ccccc1NS(=O)(=O)c1ccc2c(c1)oc(=O)n2C	8.0
COC(=O)C1=C(C)N(CCCC(=O)O)C(=O)NC1c1ccccc1Cl (stereo not drawn)	6.5
CCOC(=O)c1c(C)nsc1NCc1ccccc1	25.6
O=C1C=C(c2ccc(-c3ccccc3)cc2)C[C@@H](c2ccc(F)cc2)C1	-60.3
CCOC(=O)/C=C1\CN(Cc2cc(OC)c(OC)c(OC)c2)S(=O)(=O)c2ccc(C(F)(F)F)cc21	15.2
CC(C)(Cc1ccc(O)cc1)NC(=O)SCc1ccccc1	3.2
CC(=O)c1c(COC(=O)c2ccco2)nc2ccccc2[n+]1[O-]	17.1

(further entries)
molecule	Pf gamet viab
NC(=O)CC(NC(=O)c1cccc(Br)c1)c1ccc(N2CCN(c3ccc(F)cc3)CC2)c([N+](=O)[O-])c1 (stereo not drawn)	0.5
COc1ccc([C@H]2CC(=O)C=C(c3ccc4cc[nH]c4c3)C2)cc1	-2.0
COc1cc(-c2noc(C)c2C(=O)NCCCn2ccnc2)cc(OC)c1OC	2.2
COc1ccc(C2Nc3ccccc3C(=O)N2Cc2ccccc2)cc1 (stereo not drawn)	12.2
Clc1cccc(N2CCN(Cc3ccc(Br)o3)CC2)c1	-3.9
C#CCN(CC=C)C(=O)C1CCC(=O)N(CCCc2ccccc2)C1 (stereo not drawn)	1.9
COC(=O)C1=C(C)N(CCCC(=O)O)C(=O)NC1c1ccc2c(c1)OCO2 (stereo not drawn)	-2.9
Cc1ccc(C)c(NC(=S)NC(=O)c2cncc(Br)c2)c1	-9.2
Cn1c(=O)n(CC(=O)O)c(=O)c2c1nc1n2CCCN1CCc1ccccc1	-8.1
Cc1ccc(N2CCN(CC(O)COc3ccccc3)CC2)cc1 (stereo not drawn)	-1.9
COc1ccccc1NC(=O)C1CC(C)OC1=O (stereo not drawn)	21.7
O=C(CNC(=O)c1ccc(Br)o1)Nc1ccccc1	-10.3

Later entries:
molecule	Pf gamet viab
Cc1csc(CNc2ncnc3ccc(-c4ccc5c(c4)OCCO5)cc23)c1	-8.4
COc1cc(C(=O)NCCCCc2ccccc2)cc(OC)c1OC	2.0
COC(=O)c1c(-c2ccc(OC)cc2)oc2ccccc12	-3.2
CCc1cc2c(NCc3ccccc3)nc(C)nc2s1	-7.2
CCC(C(=O)NC1CC(C)(C)NC(C)(C)C1)c1ccccc1 (stereo not drawn)	-4.3
CC(C)c1ccc2c(c1)C(N1CCN(C)CC1)Cc1cccnc1S2 (stereo not drawn)	-30.3
COc1ccc([C@H]2CC(=O)C=C(c3cccc(OC(F)(F)F)c3)C2)cc1	7.7
Cc1cc(C(F)(F)F)c2c(C)nn(-c3ccccc3)c2n1	11.6
CCC(C)Sc1cccc(-c2nc3ccc(C)cn3c2NCc2ccccc2)c1 (stereo not drawn)	-9.6
O=C1NN(c2ccccc2)C(=O)/C1=C/c1ccc(-c2ccc(C(=O)O)cc2)o1	-33.1
COn1c(-c2ccccc2)c(C=O)c2ccccc21	-9.4
CC(C)(C)OC(=O)C[C@H]1C/C=C\C[C@@H](CC(=O)NCCO)C(=O)N2CCC[C@H]2COC1=O	-4.7

Following part
molecule	Pf gamet viab
COC(=O)c1sccc1NC(=O)c1cccc(F)c1	-18.7
C[C@@]12C(=O)N(CC3CCCO3)CC(=O)N1[C@H]1c3ccccc3OC[C@@H]1[C@@H]2c1ccccc1 (stereo partly drawn)	22.2
O=C(c1ccc(Cl)cc1)C1CCN(C(=S)Nc2ccccc2)CC1	-20.9
CC1(C)CC(=O)C=C(c2ccc(OC(F)(F)F)cc2)C1	-2.6
CC(C)c1ccc(N2C(=O)C3C4C=CC(CC4)C3C2=O)cc1 (stereo not drawn)	2.7
CC(C)(C)OC(=O)NCCCCCNC(=O)c1ncn(Cc2ccccc2)c1C(=O)NCCCCCNC(=O)OC(C)(C)C	13.5
Nc1ccc2c(c1)C(=O)c1ccccc1-2	1.1
Cc1nc(C)c(-c2csc(Nc3ccc(S(N)(=O)=O)cc3)n2)s1	9.3
CC(=O)c1ccc(NC(=O)C[n+]2ccccc2)cc1	-10.4
CC1(C)CC(N2CCC(=O)NC2=S)CC(C)(C)N1	-1.6
CC(C)=CC(=O)Nc1ccc(S(=O)(=O)Nc2onc(C)c2C)cc1	3.9
O=C(O)C1C2CCC(C2)C1C(=O)Nc1ccccc1 (stereo not drawn)	20.6

Additional structures:
molecule	Pf gamet viab
O=C(O)c1cc(NC(=O)C2CCCO2)cc(C(=O)O)c1 (stereo not drawn)	-1.2
CCc1n[nH]c(=S)n1/N=C/C(C)=C\c1ccccc1	-32.5
COc1ccc(-n2nnnc2SCC(=O)Nc2ccccc2F)cc1	18.3
O=C1CCC(O)CCN1CCSc1ccccc1 (stereo not drawn)	-12.4
CCN1C(=NCc2ccc(OC)cc2)N[C@@H](c2ccccc2)C(C(=O)OC)=C1C	4.3
O=C(CSc1nc2ccccc2c(=O)n1CC1CCCO1)N1CCN(c2ccccc2)CC1 (stereo not drawn)	-8.2
C[C@@H](O)Cc1cn(CC(=O)NCCCCCCCCCCC(=O)N2CCNCC2)nn1	-10.8
